Screening data as filed in PubChem BioAssay.
NPY-Y2 PAM-ag: potentiators or agonists of human neuropeptide Y receptor Y2. P49146. cells expressing NPY-Y2, potentiator/agonist read-out. activation, % at 3.6 µM. 220,000 compounds, 0.45% hits; in the data active = activation above about 27%;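 also: cells stimulated with NPY near EC25 plus isoproterenol at EC100; 0% = vehicle plus submaximal agonist and 100% = vehicle plus saturating agonist; some results beyond the cut were filed as inactive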
Target sequence (P49146 whole entry, looked up): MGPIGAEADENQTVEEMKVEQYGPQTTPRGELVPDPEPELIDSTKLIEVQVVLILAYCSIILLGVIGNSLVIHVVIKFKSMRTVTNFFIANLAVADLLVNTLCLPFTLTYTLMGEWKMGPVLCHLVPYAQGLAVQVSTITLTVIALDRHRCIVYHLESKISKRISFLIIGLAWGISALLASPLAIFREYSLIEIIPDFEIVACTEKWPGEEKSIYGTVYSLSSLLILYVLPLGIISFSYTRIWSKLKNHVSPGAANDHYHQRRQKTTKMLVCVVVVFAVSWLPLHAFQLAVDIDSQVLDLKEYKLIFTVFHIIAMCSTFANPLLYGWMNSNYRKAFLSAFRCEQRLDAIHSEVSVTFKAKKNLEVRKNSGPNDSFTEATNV
RBBP9 inhibitor: inhibitors of human serine hydrolase RBBP9 | O75884 | recombinant RBBP9, FP-Rh probe fluorescence polarization | 220,000 compounds, 0.2% hits | inhibition, % at 7.94 µM;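 active = inhibition above the campaign mean of all tested compounds plus 3 SD, cut at about 14% in these data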;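 also: plate controls were DMSO wells with RBBP9 for no effect and wells lacking RBBP9 protein for full effect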
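Measured by – fluorescence polarization · Test system – RBBP9 protein · Input – 2.5 µM RBBP9 dispensing solution, before mixing · Measure – percent inhibition from mP, scaled between DMSO and no-protein wells · Benchmarks – DMSO-treated enzyme wells and wells lacking RBBP9 · Times – preincubation 30 min plus labeling 45 min at 25 °C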
Hck-Nef inh: blocks Nef-activated human Hck kinase. Recombinant Hck-YEEI plus Nef, Z-Lyte FRET kinase assay. inhibition, % at 20 µM. 220,000 compounds, 0.68% hits. P08631;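 active = Hck-Nef kinase inhibition above about 50%, limit read from the data; inactive = inhibition below that limit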;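 also: 0% = DMSO with Hck plus Nef and 100% = Hck alone without Nef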
Target sequence (P08631 whole entry, looked up): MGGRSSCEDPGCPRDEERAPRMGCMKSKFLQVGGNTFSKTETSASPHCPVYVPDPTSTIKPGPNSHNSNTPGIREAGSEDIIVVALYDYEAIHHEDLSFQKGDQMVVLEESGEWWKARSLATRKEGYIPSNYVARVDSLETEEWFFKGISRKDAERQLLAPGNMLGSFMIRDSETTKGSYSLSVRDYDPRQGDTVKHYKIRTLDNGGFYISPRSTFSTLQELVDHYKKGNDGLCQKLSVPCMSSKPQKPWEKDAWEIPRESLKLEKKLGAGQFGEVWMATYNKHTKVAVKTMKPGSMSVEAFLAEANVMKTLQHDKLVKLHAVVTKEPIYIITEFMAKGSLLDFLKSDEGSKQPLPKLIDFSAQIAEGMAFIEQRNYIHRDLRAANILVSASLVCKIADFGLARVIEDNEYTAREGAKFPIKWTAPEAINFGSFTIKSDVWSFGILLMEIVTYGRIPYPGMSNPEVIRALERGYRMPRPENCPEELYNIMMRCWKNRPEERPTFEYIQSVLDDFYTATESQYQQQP
NPY-Y1 PAM-ag: human NPY-Y1 potentiation or agonism, primary screen; activation, % at 3.6 µM; 220,000 compounds, 0.37% hits; NPY-Y1 expressing cells, potentiator/agonist activation; P25929; in the data active = activation above about 33%, passing the limit was not always enough;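 also: cells stimulated with NPY at EC10 then isoproterenol at EC100; 0% = low agonist plus stimulus and 100% = saturating agonist plus stimulus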
Runt-SMMHC FRET: blocks binding of human RUNX1 Runt domain to CBFb-SMMHC. Q01196+Q13951. inhibition, % at 20 µM. 220,000 compounds, 0.74% hits. Cerulean-Runt/Venus-CBFb-SMMHC FRET ratio 530/480, 1 h;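 active = mean inhibition across duplicate retests at 20 µM reaching about 50%, limit read from the data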;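 also: 0% = DMSO wells and 100% = wells with excess untagged CBFb-SMMHC; inhibitors lower the FRET ratio by blocking Runt binding to CBFb-SMMHC; some results filed as inactive read as strong as hits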
Runt-CBFb FRET: blocks binding of human RUNX1 Runt domain to CBFb; Q01196+Q13951; Cerulean-Runt/Venus-CBFb FRET ratio 530/480, 1 h; inhibition, % at 20 µM; 220,000 compounds, 0.46% hits; AID 1496;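 active = inhibition over about 50% at 20 µM in the single-dose screen, limit read from the data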;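 also: 0% = DMSO wells and 100% = excess unlabeled CBFb competitor control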
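Buffer or medium: Tris pH 7.5 buffer with BSA. Assay system: Cerulean-labeled Runt domain protein. Amount: each fluorescent fusion protein 100 nM. Read-out basis: loss of energy transfer signal. Incubation: 1 h compound exposure, room temperature. Probe or stimulus: Venus-CBFb binding partner, 100 nM. Detection: FRET, excitation 422 nm, emission at 530 and 480 nm.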
p97 inhibitor: blocks human p97 ATPase activity. P55072. 220,000 compounds, 0.42% hits. AID 1481. recombinant p97 ATPase, Kinase-Glo ATP luminescence, 3 h. inhibition, % at 8 µM; in the data active = inhibition above about 15%;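 also: 0% = DMSO vehicle and 100% = wells lacking enzyme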
NPY Y1 blocker: NPY-Y1 (human) receptor antagonism; P25929; HEK293-CNG Y1 cells, membrane potential fluorescence; NPY at EC95, then isoproterenol; inhibition, % at 3.6 µM; 200,000 compounds, 1% hits; AID 1040;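 active = inhibition above the campaign mean inhibition of all tested compounds plus 3 SD, cut at about 20% in these data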;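 also: 0% = DMSO wells given NPY plus isoproterenol and 100% = isoproterenol alone without NPY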
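Test system – HEK293 Y1/CNG channel cell line · Also added – NPY agonist 25 nM, then isoproterenol 1 µM plus Ro 20-1724 25 µM · Compound dosing – one concentration, 3.6 µM, in 0.4% DMSO · Schedule – compound incubation 1 h at room temperature, readout 45 min post-stimulation · Technique – fluorescence, membrane potential probe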
MDM2 E3 inh: inhibitors of human Mdm2 E3 ubiquitin ligase. Q00987. cell-based MDM2 ubiquitination luciferase reporter, 2 h; 0 = plate control, 100 = twice control, blank-subtracted. signal enhancement, % at 5 µM. 210,000 compounds, 0.11% hits. AID 1230;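 active = signal enhancement of 30% or more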;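 also: luminescence tracks abundance of the self-degrading MDM2-luciferase fusion protein; higher signal means inhibition of MDM2 E3 ligase activity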
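Timing – 2 h compound exposure at 37 °C · Assay system – mammalian cells stably expressing self-ubiquitinating, self-degrading MDM2 E3–luciferase fusion · Amount – 2000 cells seeded into each well · Measure – % luminescence enhancement versus blank-corrected plate control mean · Measured by – SteadyLite luminescence, 15 min reagent step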
The depositor's hits bear a star; x = no result given.

#	Molecule	NPY-Y2 PAM-ag	RBBP9 inhibitor	Hck-Nef inh	NPY-Y1 PAM-ag	Runt-SMMHC FRET	Runt-CBFb FRET	p97 inhibitor	NPY Y1 blocker	MDM2 E3 inh
1	Cc1nnc(SCC(=O)N2CCC(c3noc4ccc(F)cc34)CC2)s1	-6	-3	9	-9	-4	1	1	2	-20
2	CCOC(=O)CSC1=C(C#N)C(c2ccccc2C)C2=C(CCCC2=O)N1 (centres undefined)	-5	7	3	-8	3	10	0	6	-21
3	CCCOn1c(-n2nc(C)cc2C)nc2ccccc2c1=O	-21	-7	-23	-15	-1	2	-5	5	-9
4	COC(=O)c1ccccc1NC(=O)CSCC(=O)Nc1ccccc1OC	-3	-7	0	-48	-1	1	-2	4	-8
5	CC1=C(NCCc2ccccc2)CCC1=O	1	-5	-1	2	5	0	-5	8	-10
6	CCOP(=O)(OCC)C(NC(=O)C(F)(F)F)c1ccccc1 (centres undefined)	3	0	2	12	3	2	-2	3	-3
7	Cc1ccnn1CC(=O)N/N=C/c1cn[nH]c1-c1ccccc1	-16	-1	-10	-7	0	2	-7	x	-14
8	COC(=O)Cc1c(O)ccn(Cc2cccc(C(F)(F)F)c2)c1=O	5	-10	12	7	3	1	0	4	-7
9	Cc1ccc(NC(=S)Nc2cc(-c3ccccc3)[nH]n2)cc1Cl	0	-23	24	15	7	9	7	-3	2
10	C/C(=N\OC(=O)C1CC1)C1CC1c1ccc(F)cc1 (centres undefined)	2	-2	11	6	2	1	-3	-1	4
11	Cc1ccc2cc(C#N)c(NCc3ccco3)nc2c1	7	2	5	6	7	6	4	-1	-11
12	CC1(C(=O)O)CCC(C(=O)NCCc2ccccc2)C1(C)C (centres undefined)	5	2	8	-7	-4	0	6	-3	-5
13	CCOc1ccc(C(C)=O)cc1CC(C(N)=O)C(N)=O	6	-4	-20	5	-4	1	4	1	-11
14	CCOc1ccc(C(=O)NCC(c2cccs2)N(C)C)cc1 (centres undefined)	-2	-2	5	-11	3	-5	4	-3	-2
15	O=C(N/N=C/c1sc2ccccc2c1O)c1ccccc1	-1	-8	2	16	-80	-9	4	-2	-6
16	CCC(=O)NS(=O)(=O)c1cccnc1Nc1ccc(Cl)cc1	-4	-8	6	-17	2	1	6	9	-14
17	C1=C(c2ccccc2)CCN(c2nc3ccccc3n3cnnc23)C1	5	-5	1	-5	4	11	6	11	-21
18	O=C(NCCCn1ccnc1)c1ccc(Cl)cc1	4	4	16	22	1	-1	4	x	-17
19	CCCCCC(C)NC(=O)c1ccoc1C (centres undefined)	13	-10	0	16	4	-2	-1	2	1
20	O=C(Nc1ccc(C(=O)N2CCCC2)cc1)c1ccc2c(c1)OCO2	-7	-5	2	-24	-1	2	-17	-2	-19
21	Cn1c(=O)c2c(ncn2CC(COCc2ccccc2Cl)OCc2ccccc2Cl)n(C)c1=O (centres undefined)	14	-10	0	14	-4	-2	-11	6	-6
22	Cc1nnc(SCC(=O)c2cc(C)n(-c3c(C)n(C)n(-c4ccccc4)c3=O)c2C)s1	10	2	-1	9	1	-1	6	-3	-1
23	CCOC(=O)c1c(NC(=O)c2c(C)noc2C)sc2c1CCCCC2	-14	-8	-1	15	-7	-1	6	0	-2
24	O=C(C1CCCN(S(=O)(=O)c2cccc3nsnc23)C1)N1CC=C(c2ccccc2)CC1 (centres undefined)	7	-2	3	10	-4	-3	5	7	-35
25	COc1ccccc1NS(=O)(=O)c1cccc(NC(=S)NCCN2CCOCC2)c1	-10	-4	-17	1	-2	-2	0	4	-1
26	CCOC(=O)c1cnn(-c2cc(C)c3ccccc3n2)c1N	-19	1	2	-18	-3	-6	1	10	-5
27	c1ccc(OCc2nnc(-c3ccccc3)o2)cc1	-13	-5	4	-9	-2	-1	3	6	-17
28	Nc1nc2nc(-c3ccc(F)cc3)cc(C(F)(F)F)n2n1	7	-2	16	-4	30	12	-2	6	-8
29	CCOC(=O)CNc1ncnc2nc[nH]c12	6	-8	-1	-1	0	-1	5	-1	-11
30	Cc1ccc(-c2noc(-c3ccccc3C(=O)NCc3ccco3)n2)cc1	-16	-4	15	-10	0	0	-5	x	-8
31	CCOC(=O)C(=CNc1cc(C)nn1-c1ccc(Cl)cc1)C(=O)OCC	11	-1	2	13	0	-11	-1	24*	-9
32	COc1ccc(-c2nc(CSCC(=O)N3CCC(C(N)=O)CC3)c(C)o2)cc1OC	-6	2	23	-24	-4	0	6	-1	-10
33	O=C(Nc1nnc(-c2ccco2)s1)C1CCCCC1	-3	-2	-1	-7	6	18	3	0	-11
34	COc1cccc(C2CC(c3ccccc3)=NN2S(=O)(=O)c2ccccc2)c1OC (centres undefined)	-20	3	-15	-15	-2	1	2	6	-68
35	O=C(c1cc(COc2ccc(F)cc2Cl)on1)N1CCc2ccccc2C1	-9	-10	11	-39	-2	-2	0	31*	-18
36	CCOC(=O)c1cc(C#N)c(SCC(=O)c2cc(C#N)c(SC)nc2C)[nH]c1=O	8	-6	1	2	36	16	6	0	-6
37	Clc1cccc(Nc2nc(-c3ccncc3)nc3ccccc23)c1	-6	-5	12	12	0	0	8	x	-12
38	O=C(NCc1ccco1)c1ccc(-c2csnn2)cc1	15	-6	14	0	-7	2	10	x	-6
39	COc1ccc(-c2oc(NC(=O)CSc3ncn[nH]3)c(C#N)c2-c2ccc(OC)cc2)cc1	16	-1	1	31	3	-1	1	-2	8
40	CCOc1ccccc1NC(=O)C1C2C=CC(O2)C1C(=O)O (centres undefined)	11	0	0	57*	1	2	6	1	-19
41	CCN1CCN(c2nc3c(c(=O)[nH]c(=O)n3C)n2CCCSc2ncccn2)CC1	11	4	-1	4	-8	-1	6	-3	-15
42	COc1cc(/C=C2\SC(=S)NC2=O)ccc1OS(=O)(=O)c1ccccc1	18	-16	17	17	-6	-1	-4	-9	-13
43	CCOC(=O)c1c(-c2ccccc2)csc1NC(=S)NC(=O)c1ccccc1	-7	-10	-1	-5	4	0	2	-1	-35
44	COC(=O)Nc1nc2ccc(Sc3ccccc3)cc2[nH]1	-9	4	-3	-17	-4	-1	5	8	x
45	CN(C)/N=C/c1ccc(/C=N/NC(N)=S)o1	-19	-3	19	-11	-4	24	0	2	1
46	Cc1nnc(SCc2cc(=O)[nH]c(Nc3nc(C)c4cc(C)c(C)cc4n3)n2)s1	-8	-4	0	-4	1	-1	1	7	-9
47	COc1cccc(C(=O)N/N=c2\sc3ccccc3n2C)c1	5	-11	-1	0	3	-1	-6	5	-1
48	CCN(Cc1ccncc1)C(=S)Nc1ccc(Cl)cc1	3	-6	-16	-9	0	1	-5	0	-7
49	CCc1cc2cc(C)cc(C)c2nc1SCC(=O)NNC(=O)c1ccco1	-3	-5	2	-14	-5	-5	1	5	0
50	Nc1ccc(N2CCN(c3cccc(Cl)c3)CC2)cc1	0	-1	7	11	4	2	1	0	-10
51	N=c1c(-c2nc3ccccc3[nH]2)cc(C(=O)c2ccco2)nn1-c1ccccc1	38*	6	0	12	-3	-2	7	-1	-6
52	CC(C)N1CCN(Cc2cccn2-c2cccnc2)CC1CCO (centres undefined)	-7	-3	22	-5	x	x	4	2	1
53	CSc1ncccc1C(=O)OCC(=O)NC1CCS(=O)(=O)C1 (centres undefined)	7	2	0	-3	2	-20	6	3	-2
54	CC1=CCC2C(=O)N(c3nc4ccccc4n3C)C(=O)C2C1 (centres undefined)	-6	0	-1	-2	0	0	-7	3	-9
55	CCCC(OC(=O)CC1Sc2ccccc2NC1=O)C(=O)NCc1ccco1 (centres undefined)	-9	-7	0	5	-4	1	-2	2	5
56	Nc1cc(N)nc(SCC(=O)NCC2CCCO2)n1 (centres undefined)	6	-4	2	6	1	-2	4	-1	0
57	Nc1cc(C(=O)O)ccc1N1CCCCC1	-6	-3	13	-8	0	-1	0	1	-10

A draw from above in order of number of heavy atoms, falling:
#	Molecule	NPY-Y2 PAM-ag	RBBP9 inhibitor	Hck-Nef inh	NPY-Y1 PAM-ag	Runt-SMMHC FRET	Runt-CBFb FRET	p97 inhibitor	NPY Y1 blocker	MDM2 E3 inh
39	COc1ccc(-c2oc(NC(=O)CSc3ncn[nH]3)c(C#N)c2-c2ccc(OC)cc2)cc1	16	-1	1	31	3	-1	1	-2	8
32	COc1ccc(-c2nc(CSCC(=O)N3CCC(C(N)=O)CC3)c(C)o2)cc1OC	-6	2	23	-24	-4	0	6	-1	-10
46	Cc1nnc(SCc2cc(=O)[nH]c(Nc3nc(C)c4cc(C)c(C)cc4n3)n2)s1	-8	-4	0	-4	1	-1	1	7	-9
35	O=C(c1cc(COc2ccc(F)cc2Cl)on1)N1CCc2ccccc2C1	-9	-10	11	-39	-2	-2	0	31*	-18
42	COc1cc(/C=C2\SC(=S)NC2=O)ccc1OS(=O)(=O)c1ccccc1	18	-16	17	17	-6	-1	-4	-9	-13
37	Clc1cccc(Nc2nc(-c3ccncc3)nc3ccccc23)c1	-6	-5	12	12	0	0	8	x	-12
47	COc1cccc(C(=O)N/N=c2\sc3ccccc3n2C)c1	5	-11	-1	0	3	-1	-6	5	-1
50	Nc1ccc(N2CCN(c3cccc(Cl)c3)CC2)cc1	0	-1	7	11	4	2	1	0	-10
56	Nc1cc(N)nc(SCC(=O)NCC2CCCO2)n1 (centres undefined)	6	-4	2	6	1	-2	4	-1	0
57	Nc1cc(C(=O)O)ccc1N1CCCCC1	-6	-3	13	-8	0	-1	0	1	-10
